Assay outcomes as filed in PubChem BioAssay.
NSD2 block: blocks human NSD2 histone methyltransferase activity | NSD2-SET H3K36me1 DELFIA fluorescence, biochemical | inhibition, % at 12.5 µM | 0.07% of 44,000 active | AID 624260; in the data active = inhibition above about 54%, passing the limit was not always enough; inconclusive = no clear call, values can overlap the other calls;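 note: inhibitors reduce the monomethyl H3K36 fluorescence signal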
Target sequence (O96028 whole entry, looked up): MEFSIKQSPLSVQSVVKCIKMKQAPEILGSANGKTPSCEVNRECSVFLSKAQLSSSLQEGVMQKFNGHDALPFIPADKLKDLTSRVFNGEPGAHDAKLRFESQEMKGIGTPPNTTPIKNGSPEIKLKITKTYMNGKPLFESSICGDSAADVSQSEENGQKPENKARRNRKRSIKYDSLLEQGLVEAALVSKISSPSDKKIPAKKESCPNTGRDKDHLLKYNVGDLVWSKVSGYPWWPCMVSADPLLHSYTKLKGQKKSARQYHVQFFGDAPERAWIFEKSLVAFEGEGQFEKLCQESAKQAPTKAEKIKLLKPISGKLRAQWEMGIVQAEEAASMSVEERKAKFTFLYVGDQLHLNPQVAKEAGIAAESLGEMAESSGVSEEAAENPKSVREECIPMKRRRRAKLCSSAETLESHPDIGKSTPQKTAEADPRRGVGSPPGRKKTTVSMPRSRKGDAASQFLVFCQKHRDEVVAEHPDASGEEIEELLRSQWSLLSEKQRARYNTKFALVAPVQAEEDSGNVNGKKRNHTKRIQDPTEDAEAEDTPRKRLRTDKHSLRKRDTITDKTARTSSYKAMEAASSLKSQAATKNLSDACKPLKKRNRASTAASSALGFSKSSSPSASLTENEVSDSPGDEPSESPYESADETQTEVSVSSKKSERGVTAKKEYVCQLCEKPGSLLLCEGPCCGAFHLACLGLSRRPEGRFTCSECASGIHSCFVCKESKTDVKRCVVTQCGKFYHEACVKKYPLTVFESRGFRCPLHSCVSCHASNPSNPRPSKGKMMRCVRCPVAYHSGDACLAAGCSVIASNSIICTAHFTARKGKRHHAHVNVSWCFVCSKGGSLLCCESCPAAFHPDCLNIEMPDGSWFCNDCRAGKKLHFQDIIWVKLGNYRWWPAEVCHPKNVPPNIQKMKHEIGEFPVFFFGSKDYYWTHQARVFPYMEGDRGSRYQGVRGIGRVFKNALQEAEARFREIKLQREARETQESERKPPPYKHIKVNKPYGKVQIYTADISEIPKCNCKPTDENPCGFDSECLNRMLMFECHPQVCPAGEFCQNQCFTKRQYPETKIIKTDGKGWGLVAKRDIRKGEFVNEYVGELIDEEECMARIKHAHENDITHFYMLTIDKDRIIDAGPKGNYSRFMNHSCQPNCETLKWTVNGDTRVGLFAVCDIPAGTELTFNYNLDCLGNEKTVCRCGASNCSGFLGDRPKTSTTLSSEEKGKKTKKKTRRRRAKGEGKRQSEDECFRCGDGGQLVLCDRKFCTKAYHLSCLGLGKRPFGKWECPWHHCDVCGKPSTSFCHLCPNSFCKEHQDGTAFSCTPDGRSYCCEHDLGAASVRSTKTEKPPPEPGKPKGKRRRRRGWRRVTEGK
* = called active by the depositor; i = inactive; ? = inconclusive.

NSD2 block	molecule
-8	C[C@@H]1CCCCO[C@H](CN(C)C(=O)Nc2cccc3ccccc23)[C@@H](C)CN([C@@H](C)CO)C(=O)c2cc(NC(=O)CCCN(C)C)ccc2O1
1	C[C@@H]1CN([C@H](C)CO)C(=O)Cc2cc(NS(=O)(=O)c3cn(C)cn3)ccc2O[C@@H]1CN(C)CC1CC1
-1	CC(C)NC(=O)N(C)C[C@H]1Oc2ccc(NC(=O)Nc3ccc4c(c3)OCO4)cc2C(=O)N([C@@H](C)CO)C[C@H]1C
2	Cc1noc(C)c1S(=O)(=O)Nc1ccc2c(c1)CC(=O)N([C@@H](C)CO)C[C@@H](C)[C@H](CN(C)S(C)(=O)=O)O2
-7	Cc1noc(C)c1S(=O)(=O)Nc1ccc2c(c1)CC(=O)N([C@@H](C)CO)C[C@H](C)[C@@H](CN(C)S(=O)(=O)c1cn(C)cn1)O2
0	C[C@@H]1CN([C@H](C)CO)S(=O)(=O)c2ccc(C#Cc3ccccc3F)cc2O[C@H]1CN(C)C(=O)Cc1ccccc1
-5	C[C@@H]1CN([C@@H](C)CO)C(=O)c2cc(-c3ccccc3F)cnc2O[C@H]1CN(C)C
1	CC(C)CC#Cc1cnc2c(c1)C(=O)N([C@@H](C)CO)C[C@@H](C)[C@H](CN(C)C(=O)CN1CCOCC1)O2
-1	O=C(C[C@H]1C[C@@H]2c3cc(NC(=O)NC4CCCC4)ccc3O[C@@H]2[C@@H](CO)O1)NCCc1ccccc1
-6	COc1ccccc1S(=O)(=O)N(C)C[C@H]1OCc2ccccc2-c2ccccc2C(=O)N([C@H](C)CO)C[C@@H]1C
-8	C[C@H]1CN([C@@H](C)CO)C(=O)Cc2cc(NC(=O)C3CC3)ccc2O[C@@H]1CN(C)C(=O)Nc1ccc(C(F)(F)F)cc1
9	COc1ccc(NC(=O)Nc2ccc3c(c2)C(=O)N([C@H](C)CO)C[C@@H](C)[C@H](CN(C)Cc2ccc(C(F)(F)F)cc2)O3)cc1
-7	C[C@@H]1CN([C@@H](C)CO)C(=O)c2cc(NC(=O)Nc3ccc4c(c3)OCO4)ccc2O[C@H]1CN(C)C(=O)Nc1ccc(C(F)(F)F)cc1
-4	COc1ccc(S(=O)(=O)N(C)C[C@@H]2Oc3ccc(NC(=O)CCCCCC(=O)Nc4ccccc4N)cc3CC(=O)N([C@@H](C)CO)C[C@@H]2C)cc1
1	C[C@@H]1CN([C@@H](C)CO)C(=O)c2cccc(NC(=O)NC3CCCCC3)c2O[C@@H]1CN(C)Cc1ccc(C(=O)O)cc1
-1	C[C@H](CO)N1C[C@H](C)[C@@H](CN(C)C(=O)Nc2ccc(C(F)(F)F)cc2)Oc2ccc(NC(=O)CCN3CCOCC3)cc2C1=O
4	C[C@H](CO)N1C[C@H](C)[C@H](CN(C)S(=O)(=O)c2ccc(F)cc2)Oc2ccc(NC(=O)CCN3CCOCC3)cc2CC1=O
10	COCC(=O)Nc1ccc2c(c1)[C@@H]1C[C@@H](CC(=O)NCCN3CCCCC3)O[C@@H](CO)[C@@H]1O2
0	C[C@H]1CN([C@@H](C)CO)C(=O)Cc2cc(NS(=O)(=O)c3ccccc3)ccc2O[C@@H]1CN(C)S(=O)(=O)c1ccc(F)cc1
0	COc1cc2c(cc1OC)[C@@H]1CC(=O)[C@@H](CC(C)C)CN1CC2

3 compounds already listed, arranged by their value in NSD2 block, falling:
| Molecule | NSD2 block |
| --- | --- |
| C[C@@H]1CN([C@@H](C)CO)C(=O)c2cccc(NC(=O)NC3CCCCC3)c2O[C@@H]1CN(C)Cc1ccc(C(=O)O)cc1 | 1 |
| COc1ccc(S(=O)(=O)N(C)C[C@@H]2Oc3ccc(NC(=O)CCCCCC(=O)Nc4ccccc4N)cc3CC(=O)N([C@@H](C)CO)C[C@@H]2C)cc1 | -4 |
| C[C@@H]1CN([C@@H](C)CO)C(=O)c2cc(NC(=O)Nc3ccc4c(c3)OCO4)ccc2O[C@H]1CN(C)C(=O)Nc1ccc(C(F)(F)F)cc1 | -7 |

(further entries)
NSD2 block	molecule
2	COc1cc(O)c(CCO)c2c1C(=O)C[C@@H](C)O2
i	C[C@@H]1CCCCO[C@H](CN(C)C(=O)c2ccccc2)[C@@H](C)CN([C@@H](C)CO)C(=O)c2cc(N(C)C)ccc2O1
-2	CO[C@H]1O[C@H](CO)[C@@H](OC(=O)Nc2cccc(F)c2)[C@H](OC(=O)Nc2ccc3c(c2)OCO3)[C@@H]1OC(=O)Nc1ccc2c(c1)OCO2
3	c1ccc2oc(C3=NCCN3)cc2c1
1	CCCC#Cc1ccc2c(c1)O[C@H](CN(C)C(=O)CC)[C@H](C)CN([C@H](C)CO)S2(=O)=O
-3	O=C(CCCCCC(=O)Nc1ccccc1O)N/N=C/c1cc(F)ccc1O
-1	CC(C)NC(=O)Nc1ccc2c(c1)C(=O)N([C@H](C)CO)C[C@H](C)[C@@H](CN(C)Cc1ccc(Cl)c(Cl)c1)OCCCC[C@@H](C)O2
3	CC(C)Cc1cnc(CCC(N)=O)c(=O)[nH]1
3	C[C@H](CO)N1C[C@H](C)[C@H](CN(C)CC2CC2)Oc2ccc(NC(=O)c3ccncc3)cc2C1=O
-2	C[C@@H]1CN([C@H](C)CO)C(=O)c2cc(C#CC3(O)CCCC3)cnc2O[C@@H]1CN(C)S(=O)(=O)c1ccccc1
9	COc1ccc(CN(C)C[C@@H]2OCCCC[C@H](C)Oc3ccc(NC(=O)C4CCCCC4)cc3C(=O)N([C@H](C)CO)C[C@@H]2C)cc1
27	C[C@H](CO)N1C[C@H](C)[C@@H](CN(C)Cc2ccc(-c3ccccc3)cc2)Oc2ccc(NC(=O)CCCN(C)C)cc2CC1=O
4	Cc1cc(C(=O)Nc2cccc3c2O[C@@H](CN(C)CC2CCCCC2)[C@H](C)CN([C@@H](C)CO)C3=O)n(C)n1
18	C[C@H](O)C#Cc1ccc2c(c1)O[C@H](CN(C)CC1CCOCC1)[C@H](C)CN([C@@H](C)CO)S2(=O)=O
-2	C[C@H](CO)N1C[C@H](C)[C@H](CN(C)C)Oc2cc(C#Cc3ccccc3)ccc2S1(=O)=O
-7	Cc1noc(C)c1S(=O)(=O)N(C)C[C@@H]1OCc2ccccc2-c2c(n(C)c3ccccc23)C(=O)N([C@H](C)CO)C[C@@H]1C
2	C[C@H]1CN([C@@H](C)CO)C(=O)c2cc(-c3cccc(C#N)c3)cnc2O[C@H]1CN(C)Cc1cncnc1
2	C[C@H](CO)N1C[C@H](C)[C@@H](CN(C)S(=O)(=O)c2cccs2)Oc2ccc(NC(=O)CCCN(C)C)cc2C1=O
-1	C[C@@H]1CCCCO[C@H](CN(C)Cc2ccc(C(=O)O)cc2)[C@@H](C)CN([C@H](C)CO)C(=O)c2cc(NC(=O)c3ccncc3)ccc2O1
-1	Cc1noc(C)c1S(=O)(=O)Nc1ccc2c(c1)CC(=O)N([C@H](C)CO)C[C@H](C)[C@@H](CN(C)Cc1ccccc1)O2

Next results follow:
NSD2 block	molecule
6	COCC(=O)N(C)C[C@H]1Oc2ncc(-c3ccc(F)cc3)cc2C(=O)N([C@H](C)CO)C[C@@H]1C
-4	C[C@H](CO)N1C[C@H](C)[C@@H](CN(C)C)Oc2cc(C#Cc3cccc(F)c3)ccc2S1(=O)=O
-1	C[C@H](CO)N1C[C@H](C)[C@H](CN(C)S(=O)(=O)c2ccccc2)Oc2ccc(NC(=O)CCN3CCOCC3)cc2CC1=O
-3	C[C@@H]1CN([C@H](C)CO)C(=O)c2cc(NS(=O)(=O)c3ccccc3)ccc2O[C@@H]1CN(C)S(=O)(=O)c1cccs1
4	C[C@@H]1CN([C@H](C)CO)C(=O)c2cc(NC(=O)CCCN(C)C)ccc2O[C@@H]1CN(C)S(=O)(=O)c1cn(C)cn1
4	O=C(NO)c1ccc(C(=O)N/N=C/c2ccc(Br)cc2)cc1
-2	C[C@@H]1CCCCO[C@@H](CN(C)C(=O)c2ccccc2)[C@@H](C)CN([C@H](C)CO)C(=O)c2cc(NC(=O)c3ccncc3)ccc2O1
-8	Cn1c(=O)[nH]c(=O)c2c1ncn2CC(=O)NCc1ccccc1
3	Cc1noc(C)c1NC(=O)N(C)C[C@H]1Oc2c(NS(=O)(=O)c3c(C)noc3C)cccc2C(=O)N([C@@H](C)CO)C[C@H]1C
-3	C=CCOC(=O)[C@H]1[C@@H]2C(=O)O[C@@H](c3ccccc3)[C@@H](c3ccccc3)N2[C@@H](c2ccc(OCCOC(=O)[C@@H]3C[C@@H]4C(=O)N5CCC[C@H]5C(=O)N4[C@@H]3c3ccc(O)cc3)cc2)[C@]12C(=O)Nc1ccc(I)cc12
3	COCC#Cc1ccc2c(c1)O[C@H](CN(C)S(C)(=O)=O)[C@@H](C)CN([C@H](C)CO)S2(=O)=O
?	CC(C)NC(=O)Nc1ccc2c(c1)C(=O)N([C@H](C)CO)C[C@H](C)[C@@H](CN(C)C(=O)CCCN(C)C)OCCCC[C@@H](C)O2
3	C[C@H](CO)N1C[C@H](C)[C@@H](CN(C)C(=O)Nc2ccc3c(c2)OCO3)OCCCC[C@H](C)Oc2ccc(NC(=O)Nc3ccccc3)cc2C1=O
4	Cc1noc(C)c1NC(=O)N(C)C[C@H]1Oc2ccc(NC(=O)C3CC3)cc2CC(=O)N([C@H](C)CO)C[C@@H]1C
0	C[C@@H]1CCCCO[C@@H](CN(C)Cc2ccccc2)[C@@H](C)CN([C@@H](C)CO)C(=O)c2cc(NS(C)(=O)=O)ccc2O1
-6	C[C@H](CO)N1C[C@H](C)[C@H](CN(C)Cc2ccc(Cl)c(Cl)c2)Oc2ccc(NS(=O)(=O)c3ccccc3)cc2CC1=O
-8	COCC#Cc1cnc2c(c1)C(=O)N([C@@H](C)CO)C[C@@H](C)[C@H](CN(C)C(=O)c1cccc(F)c1)O2
-3	C=C[C@](C)(O)CC[C@H]1C(C)=CC(=O)[C@H]2C(C)(C)CCC[C@]12C
-4	C[C@@H]1CN([C@H](C)CO)C(=O)c2cc(NC(=O)Cc3cn(C)c4ccccc34)ccc2O[C@@H]1CN(C)C(=O)Nc1cccc2ccccc12
2	C[C@@H]1CN([C@H](C)CO)C(=O)c2cc(C3=CCCC3)cnc2O[C@H]1CN(C)C(=O)c1ccc2c(c1)OCO2

Laid out differently: entries from further up
Compound	NSD2 block
COc1ccc(CN(C)C[C@@H]2OCCCC[C@H](C)Oc3ccc(NC(=O)C4CCCCC4)cc3C(=O)N([C@H](C)CO)C[C@@H]2C)cc1	9
C[C@H](CO)N1C[C@H](C)[C@@H](CN(C)Cc2ccc(-c3ccccc3)cc2)Oc2ccc(NC(=O)CCCN(C)C)cc2CC1=O	27
Cc1cc(C(=O)Nc2cccc3c2O[C@@H](CN(C)CC2CCCCC2)[C@H](C)CN([C@@H](C)CO)C3=O)n(C)n1	4

In the list so far, these contain a CF3 group:
NSD2 block	molecule
-8	C[C@H]1CN([C@@H](C)CO)C(=O)Cc2cc(NC(=O)C3CC3)ccc2O[C@@H]1CN(C)C(=O)Nc1ccc(C(F)(F)F)cc1
9	COc1ccc(NC(=O)Nc2ccc3c(c2)C(=O)N([C@H](C)CO)C[C@@H](C)[C@H](CN(C)Cc2ccc(C(F)(F)F)cc2)O3)cc1
-7	C[C@@H]1CN([C@@H](C)CO)C(=O)c2cc(NC(=O)Nc3ccc4c(c3)OCO4)ccc2O[C@H]1CN(C)C(=O)Nc1ccc(C(F)(F)F)cc1
-1	C[C@H](CO)N1C[C@H](C)[C@@H](CN(C)C(=O)Nc2ccc(C(F)(F)F)cc2)Oc2ccc(NC(=O)CCN3CCOCC3)cc2C1=O

Following part.
NSD2 block	molecule
-5	C[C@H]1CN([C@@H](C)CO)C(=O)c2cc(-c3ccccc3)cnc2O[C@H]1CN(C)C(=O)Nc1ccccc1F
6	C[C@@H]1CN([C@H](C)CO)C(=O)c2cc(NC(=O)C3CC3)ccc2O[C@H]1CN(C)Cc1ccc(Oc2ccccc2)cc1
-3	COc1ccc(NC(=O)Nc2ccc3c(c2)CC(=O)N([C@H](C)CO)C[C@@H](C)[C@H](CN(C)Cc2ccc(-c4ccccc4)cc2)O3)cc1
6	CCCC#Cc1cnc2c(c1)C(=O)N([C@@H](C)CO)C[C@H](C)[C@@H](CN(C)Cc1ccncc1)O2
-1	Cc1noc(C)c1NC(=O)Nc1cccc2c1O[C@@H](CN(C)Cc1ccc(C(F)(F)F)cc1)[C@@H](C)CN([C@H](C)CO)C2=O
1	COc1ccc(S(=O)(=O)Nc2ccc3c(c2)C(=O)N([C@@H](C)CO)C[C@@H](C)[C@@H](CN(C)C(=O)Nc2c(C)noc2C)O3)cc1
6	NCCCC[C@H](N)C(=O)N[C@@H](Cc1ccccc1)C(=O)N[C@@H](Cc1ccc(O)cc1)C(=O)O
4	COc1cccc(OC)c1C(=O)Nc1cccc(-c2nc3ncccc3o2)c1
6	Cc1cc(C#N)c2c(C)ccc(C(C)C)cc1-2
-2	C[C@H](CO)N1C[C@H](C)[C@H](CN(C)Cc2cncnc2)Oc2cc(C#CC3CCCC3)ccc2S1(=O)=O
0	Cc1noc(C)c1NC(=O)N(C)C[C@H]1Oc2ncc(C#CC(C)C)cc2C(=O)N([C@@H](C)CO)C[C@H]1C
-6	C[C@@H]1CN([C@H](C)CO)C(=O)c2cc(NC(=O)Nc3ccccc3)ccc2O[C@@H](C)CCCCO[C@@H]1CN(C)Cc1ccccc1
3	C[C@H]1CN([C@@H](C)CO)S(=O)(=O)c2ccc(Br)cc2O[C@@H]1CN(C)C
-2	C[C@@H]1CN([C@H](C)CO)C(=O)c2cc(Br)cnc2O[C@H]1CN(C)C(=O)Nc1ccc(F)cc1
2	COc1ccc(S(=O)(=O)N(C)C[C@@H]2Oc3ccc(NC(=O)c4ccncc4)cc3C(=O)N([C@@H](C)CO)C[C@@H]2C)cc1
-2	C[C@H]1CN([C@@H](C)CO)C(=O)c2cc(NC(=O)CCCN(C)C)ccc2O[C@H]1CN(C)C(=O)NC1CCCCC1
0	C[C@@H]1CN([C@H](C)CO)C(=O)Cc2cc(NC(=O)CCC(F)(F)F)ccc2O[C@@H]1CN(C)C
-2	COc1cccc(-c2cnc3c(c2)C(=O)N([C@@H](C)CO)C[C@H](C)[C@@H](CN(C)Cc2cccnc2)O3)c1
-1	COc1ccc(C(=O)NCCn2cc(SCC(=O)N3CCCCC3)c3ccccc32)cc1
-5	CC1(C)COC(CCC/C=N/NC(=O)CCCCCCC(=O)Nc2ccccc2O)OC1
3	COc1ccc(CN(C)C[C@H]2Oc3c(NC(=O)Nc4ccc(OC)cc4)cccc3C(=O)N([C@H](C)CO)C[C@@H]2C)cc1

Not all compounds are listed. The share of hits here may be higher or lower than overall.
